Screens as filed in PubChem.
Growth percent in the NCI-60 one-dose screen (48 h, 10 µM unless noted): 100 = growth as untreated, 0 = no growth, -100 = all killed.
K-562 = K-562 leukemia; AID 1794777; 78,000 tested, 7.4% active
SR = SR leukemia cells. 73,000 tested, 8.7% active. AID 1794780
HOP-62 = HOP-62 NSCLC. 80,000 tested, 3.9% active. AID 1794735
MDA-MB-435 = MDA-MB-435 melanoma. AID 1794794. 82,000 tested, 7.8% active
HOP-92 = HOP-92 NSCLC cells; 71,000 tested, 6.3% active; AID 1794738
CCRF-CEM = CCRF-CEM leukemia; 77,000 tested, 7% active; AID 1794778
RPMI-8226 = RPMI-8226 leukemia cells; 77,000 tested, 7.5% active; AID 1794781
MOLT-4 = MOLT-4 leukemia cells; 80,000 tested, 6.9% active; AID 1794779
Numbers without * were called inactive; . = not tested or not shown; & = joins results of further samples; [ ] = dose if it differs, or a comment. How the source made its calls: active means growth percent below 10; inactive means the rest. Rows are unselected (roughly 14% active in at least one column).

SMILES | K-562 | SR | HOP-62 | MDA-MB-435 | HOP-92 | CCRF-CEM | RPMI-8226 | MOLT-4
O=c1cc(-c2ccccc2)[nH]n1-c1ccccc1 | 80 | 91 | 110 | 116 | 47 | 82 | 68 | 85
O=C1CCC23C=CC(O2)C(O)c2ccccc2N13 (stereo not given) | 103 | 109 | 100 | 106 | 105 | 98 | 102 | 99
O=C(/C=C/c1ccccc1)c1ccc2ccccc2c1 | 57 | 48 | 96 | 103 | 95 | 23 | . | 75
Cc1cc(NS(=O)(=O)c2ccc(Nc3nc(O)c(/C=C4\C=Nc5ccccc54)s3)cc2)no1 | 96 | 93 | 93 | 109 | 81 | 92 | 100 | 96
COc1ccc(OC)c(/C=C/c2nc(=S)n(-c3ccc(Cl)cc3)[nH]2)c1 | 22 | . | 70 | -10* | . | 61 | . | 53
Cc1ccc(S(=O)(=O)NC(=O)n2ccc3cccnc32)cc1 | 101 | 119 | 106 | 99 | 107 | 92 | 107 | 99
CCCCCCCCn1ccc2cc(NC(=O)CN3CCN(c4nc(C)cc(N5CCC(C)CC5)n4)CC3)ccc21 | 53 | 87 | 88 | 98 | 59 | 76 | 61 | 45
CC1OC(n2c3ccccc3c3c4c(c5c6ccccc6[nH]c5c32)C(=O)N(CCN2CCCC2)C4=O)CC(O)C1O (stereo not given) | 3.7* | -2.6* | 35 | 42 | 87 | 27 | 5.6* | 11
O=C(NNC(=O)c1nc2cc(F)ccc2n2cccc12)c1cnccn1 | 18 | 21 | 30 | 36 | 48 | 17 | 41 | 15
CCCCCCCCCCCCCCCCCCOP(=O)(O)O | 110 | 103 | 100 | 101 | . | . | 100 | 111
N#Cc1c(-c2ccc(Cl)cc2)nc(SCC(=O)c2ccc(Cl)cc2)[nH]c1=O | . | . | 84 | 94 | 90 | 95 | 96 | .
Cc1ccc(NC(=O)CSc2nnc(-c3ccc(NC(=O)c4cccnc4)cc3)n2N)cc1 | 95 | 106 | 103 | 105 | 106 | 96 | . | 105
COc1ccc(C2=NN(C(N)=O)C(c3cn(-c4ccccc4)nc3-c3ccccc3)C2)cc1 (stereo not given) | 35 | 58 | 81 | 21 | 87 | 79 | 68 | 64
CCN1CCN(CC(=O)NC2CCCCC2)C(=O)/C=C\C1=O | 109 | . | 106 | 95 | 80 | 96 | 96 | 100
O=C(O)/C=C\C(=O)Nc1ccc(-c2ccccc2)cc1 | 97 | . | 95 | 113 | 92 | 102 | . | .
CN(C)c1ccc(/C=C\N=Nc2ccc(Br)cc2)cc1 | 17 | 21 | 95 | 42 | 76 | 30 | 50 | 29
CCOC(=O)c1c(Nc2ccccc2)nn2c(-c3ccc([N+](=O)[O-])cc3)ccnc12 | 91 | 67 | 102 | 99 | . | 89 | 95 | 55
O=C(Nc1cccc2c1CCCC2)c1cc2c([nH]c1=O)CCCC2 | 100[500 µM] | 104[500 µM] | 85[500 µM] | 108[500 µM] | 82[500 µM] | 98[500 µM] | 100[500 µM] | 101[500 µM]
COc1cc(N)c2ncccc2c1SC | 122 | 90 | 107 | 110 | 95 | 99 | 100 | 101
COC(=O)c1nnn(-c2ccc(Cl)cc2C)c1N | 107 | . | 81 | 100 | 93 | 92 | 98 | 86
[O-][n+]1onc(-c2csc(-n3nc(-c4ccccc4)cc3-c3ccccc3)n2)c1-c1ccccc1 | 79 | 85 | 104 | 100 | 76 | 95 | . | 99
COc1ccc(CNc2ccnc3[nH]c4ccc(C#N)cc4c23)cc1 | 85 | 64 | 86 | 101 | 66 | 78 | 57 | 68
O=C(O)c1ccc(-c2nn(-c3ccc(C(F)(F)F)cc3)cc2/C=N/Nc2cccc(Br)c2)cc1 | 56 | 90 | 111 | 83 | 99 | 68 | 64 | 78
COC[C@]12CCC(C)(C)C[C@H]1C1=CC[C@@H]3[C@@]4(C)CCCNC(C)(C)[C@@H]4CC[C@@]3(C)[C@]1(C)CC2 | -44* | -55* | 47 | -76* | -3.8* | . | -35* | -35*
NC(=O)N1N=C(c2cc3ccccc3oc2=O)CC1c1cn(-c2ccccc2)nc1-c1ccc(Cl)cc1 (stereo not given) | 27 | 44 | 43 | 47 | 43 | 7.3* | 48 | 17
COc1cc(-c2cc(C(=O)Nc3nc4cc(C)c(C)cc4s3)nc3cc(-c4ccccc4)nn23)cc(OC)c1OC | 114 | 95 | 111 | 111 | . | 107 | 101 | 103
CCCCCCC1OCC(CC)C(CCC)O1 (stereo not given) | 95 | 93 | 108 | 106 | 91 | 99 | 98 | 95
CC(Oc1ccc(C(=O)NS(=O)(=O)C2CC2)cc1C(F)(F)F)c1ccc(Oc2ccccc2)cn1 (stereo not given) | 41 | 64 | 80 | 16 | 82 | 81 | 105 | 101
Cc1cccc(N2C(=O)c3ccccc3C2=O)c1 | 115 | 87 | 95 | 113 | 111 | 96 | 104 | 96
CCOC(=O)c1c(N)oc2c(-c3ccccc3)c3c(C(=O)OCC)c(N)oc3cc12 | 85 | 34 | 112 | 98 | 100 | 91 | 93 | 87
COc1cc(-c2conc2-c2ccccc2)c(OC)c2c1OCO2 | 70 | 96 | 83 | 83 | 102 | 100 | 97 | 105
C=C(C)[C@@H]1CC[C@]2(C(=O)O)CC[C@]3(C)[C@H](CC[C@@H]4[C@@]5(C)Cc6c([nH]c7ccccc67)C(C)(C)[C@@H]5CC[C@]43C)[C@@H]12 | . | 40 | 65 | 86 | 59 | 26 | 26 | 27
Cc1cccc(C)c1Nc1n[nH]c(=S)s1 | 95 | 92 | 99 | 105 | . | 98 | 93 | 91
Cc1ccc(N2C(=O)CSC2c2ccc(OCC(=O)c3ccccc3)cc2)cc1 (stereo not given) | 96 | 78 | 92 | 104 | 83 | 100 | 94 | 95
COc1ccc(-c2nc(SCCCCC(=O)NO)[nH]c(=O)c2C#N)cc1 | 111 | 119 | 111 | 109 | 125 | 103 | 102 | 107
COC(=O)CC1SC(c2cccc(F)c2)N(c2nnc(COc3ccc(F)cc3)s2)C1=O (stereo not given) | 126 | 96 | 103 | 113 | . | 159 | 106 | 123
CC1=C(C)C(=O)C(Nc2ccc(C(=O)OC(C)(C)C)cc2)=C(Br)C1=O | 95 | 132 | 94 | . | 110 | 72 | . | 98
CSc1nc(=O)n(Cc2ccc(F)cc2)c(=O)[nH]1 | 99 | 91 | 98 | 112 | . | 92 | 106 | 101
COc1ccc(NC(=O)c2ccc(C(F)(F)F)nc2Nc2ccc(Cl)cc2C)cc1Cl | 16 | 24 | 32 | 19 | -8.9* | 11 | -18* | 8.1*
CC1=C(C)C(=O)C(N2CCN(C3CCCCC3)CC2)=C(Cl)C1=O | 90 | 87 | 113 | 101 | 103 | 100 | 104 | 91
C=COCCCCCCCCCCCCCCCCCC | 119 | 95 | 108 | 114 | 76 | 92 | 115 | 96
COc1ccc(Cn2cc(C(=O)Nc3cccnc3Nc3ccc(Cl)cc3)nn2)cc1 | 102 | 101 | 117 | 96 | 98 | 106 | 91 | 104
Oc1ccc(Nc2ccc3ccccc3c2)cc1 | 26 | 50 | 57 | 51 | 56 | 49 | 59 | 47
CCCC(=O)c1cccs1 | 112 | 96 | 100 | 104 | 85 | 102 | 105 | 100
COc1ccc(-c2nc(SCc3nc4ccccc4[nH]3)nc(N3CCCCC3)c2C#N)cc1 | 85 | 72 | 107 | 100 | 67 | 87 | 73 | 65
CCOC(=O)N(CC)CC | 100 | 90 | 107 | 106 | . | . | 99 | 102
CSc1nc(C)c([N+](=O)[O-])c(N)n1 | 91 | 96 | 104 | 107 | 89 | 62 | 78 | 93
CCOC(=O)c1cnn(CC(C)O)c1NC(=O)NCc1ccc(C(F)(F)F)cc1 (stereo not given) | 88 | 85 | 89 | 103 | 73 | 72 | 73 | 84
Cn1cc(-c2nc(N)nnc2-c2cncc(Br)c2)c2cc(Cl)ccc21 | 71 | 82 | 74 | 98 | 70 | 86 | 75 | 96
Cc1ccc2cccnc2c1NS(=O)(=O)c1ccc(Cl)cc1Cl | 78 | 92 | 102 | 96 | 71 | 82 | 101 | 91
O=C(O)c1cc(-c2ccccc2)nc2ccc3ccccc3c12 | 105 | 99 | 81 | 104 | 78 | 90 | 99 | 99
O=C(CC1(O)C(=O)Nc2ccc(F)cc21)c1cc2ccccc2oc1=O (stereo not given) | 113 | 95 | 94 | 104 | 62 | 91 | 89 | 99
c1ccc(CNc2ncnc3onc(-c4ccccc4)c23)cc1 | . | . | 68 | 83 | 50 | 69 | 54 | .
COc1ccc(C2CC(=O)Nc3c2ncn3-c2ccc(Cl)cc2)cc1 (stereo not given) | 94 | 98 | 85 | 98 | 98 | 108 | 102 | 88
CCOC(=O)c1c(C)oc2ncnc(N3CCN(CC(=O)Nc4ccc(OC)cc4)CC3)c12 | 103 | 97 | 90 | 102 | 112 | 99 | 98 | 96
O=C(O)C1(Nc2ccc(-c3ccc(Cl)cc3)cc2)CCCC1 | 89 | 71 | 153 | 91 | 76 | 91 | 100 | 89
COc1cc(-c2nc(SC(C)C)nc(Nc3ccc(C)cc3)c2C#N)cc(OC)c1OC | 86 | 103 | 108 | 102 | 110 | 104 | . | 94
NC(=O)NNC(=O)Cc1ccccc1 | 113 | 96 | 95 | 96 | 105 | 126 | 117 | 116
O=c1c(N=Nc2ccc(Cl)cc2)c(O)n(-c2ccc(Cl)cc2)n1-c1ccc(Cl)cc1 | 56 | 119 | 66 | 71 | 50 | 52 | 41 | 72
CN(C)Cc1cc(C(C)(C)C)cc(Br)c1O | 106 | 107 | 110 | 101 | 87 | 116 | 97 | 110

One compound at a time, from the list above. Order of screens: K-562, SR, HOP-62, MDA-MB-435, HOP-92, CCRF-CEM, RPMI-8226, MOLT-4
O=C(O)c1cc(-c2ccccc2)nc2ccc3ccccc3c12 across the screens: 105, 99, 81, 104, 78, 90, 99, 99
COc1cc(-c2nc(SC(C)C)nc(Nc3ccc(C)cc3)c2C#N)cc(OC)c1OC across the screens: 86, 103, 108, 102, 110, 104, ., 94
Cc1ccc2cccnc2c1NS(=O)(=O)c1ccc(Cl)cc1Cl across the screens: 78, 92, 102, 96, 71, 82, 101, 91
CN(C)Cc1cc(C(C)(C)C)cc(Br)c1O across the screens: 106, 107, 110, 101, 87, 116, 97, 110
COc1ccc(C2CC(=O)Nc3c2ncn3-c2ccc(Cl)cc2)cc1 (stereo not given) across the screens: 94, 98, 85, 98, 98, 108, 102, 88

(continued)
SMILES | K-562 | SR | HOP-62 | MDA-MB-435 | HOP-92 | CCRF-CEM | RPMI-8226 | MOLT-4
O=C1N(CCc2ccccc2)c2ccc(Br)cc2C12NN=C(c1ccccc1)S2 (stereo not given) | 32 | 46 | 44 | 60 | 57 | 46 | 51 | 58
CN(C)CCCC(C#N)c1ccccc1 (stereo not given) | 99 | 96 | 103 | 115 | 105 | 105 | 108 | 92
O=C1CCC(=O)N1Br | 117 | 89 | 103 | 102 | 108 | 112 | 127 | 118
CCOC(=O)C(C(C)=O)c1nc2sc3cc(Cl)ccc3n2c(=N)c1C#N (stereo not given) | 87 | 60 | 102 | 104 | . | 163 | 98 | 45
CCCCCc1cc(OC(=O)c2c(O)cc(O)cc2CCCCC)cc(O)c1C(=O)O | 78 | 92 | 98 | 100 | 88 | 87 | 92 | 95
CCCCC[C@@H]1N=C(N)N[C@@H]2CC[C@H]1O2 | 86 | . | 92 | 100 | 115 | 82 | . | 120
Cc1ccc(C(=O)Nc2cccc(C(=O)NC(=S)Nc3ccc(C(=O)O)cc3)c2)cc1 | . | . | 98 | 97 | 81 | 101 | 110 | .
O=C(O)Cc1ccccn1 | 108 | . | 109 | 104 | 99 | 101 | 102 | 89
N#Cc1c(N)c2nnn(-c3ccc(S(N)(=O)=O)cc3)c2[nH]c1=O | . | 93 | 96 | 100 | 88 | 86 | 93 | 92
CN1CCN(c2ccc(/C=N/Nc3nc4ccccc4c(=O)n3-c3ccccc3)cc2)CC1 | 103 | 93 | 96 | 104 | 102 | 105 | 101 | 104
O=C(COc1ccc(/C=C2\Oc3ccc4ccccc4c3C2=O)cc1)c1ccc([N+](=O)[O-])cc1 | 79 | 29 | 118 | 104 | 97 | -17* | 62 | 20
COc1ccc(CCNC(=O)Cc2cc3c(cc2[N+](=O)[O-])OCO3)cc1OC | 91 | . | . | 103 | . | 82 | . | 76
O=C(Nc1ccccc1)Oc1c(Cl)c(Cl)c(Cl)c(Cl)c1Cl | 94&101 | 99&98 | 79&101 | 99&109 | 64&75 | 101&94 | 95 | 96&91

Three entries from above, reformatted:
molecule: CCN1CCN(CC(=O)NC2CCCCC2)C(=O)/C=C\C1=O
- K-562: 109
- SR: .
- HOP-62: 106
- MDA-MB-435: 95
- HOP-92: 80
- CCRF-CEM: 96
- RPMI-8226: 96
- MOLT-4: 100
molecule: O=C(O)/C=C\C(=O)Nc1ccc(-c2ccccc2)cc1
- K-562: 97
- SR: .
- HOP-62: 95
- MDA-MB-435: 113
- HOP-92: 92
- CCRF-CEM: 102
- RPMI-8226: .
- MOLT-4: .
molecule: CN(C)c1ccc(/C=C\N=Nc2ccc(Br)cc2)cc1
- K-562: 17
- SR: 21
- HOP-62: 95
- MDA-MB-435: 42
- HOP-92: 76
- CCRF-CEM: 30
- RPMI-8226: 50
- MOLT-4: 29
